DUSP3 inh = DUSP3 (human) phosphatase inhibition; actives 0.52% (n = 290,000); P51452; AID 1654; inhibition, % at 13.3 µM; recombinant VHR phosphatase, pNPP absorbance; in the data active = inhibition above about 50%; note: some compounds called inactive have numbers as strong as hits
Target sequence (P51452 whole entry, looked up): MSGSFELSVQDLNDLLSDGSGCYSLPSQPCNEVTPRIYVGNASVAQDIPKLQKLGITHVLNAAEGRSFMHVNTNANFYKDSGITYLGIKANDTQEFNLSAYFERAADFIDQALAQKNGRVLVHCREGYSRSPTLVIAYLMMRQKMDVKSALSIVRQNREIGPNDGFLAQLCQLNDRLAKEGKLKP
3CLpro inhibitor = SARS-CoV 3CLpro protease inhibition; recombinant SARS-CoV 3CLpro, quenched FRET peptide cleavage; inhibition, % at 6 µM; actives 0.14% (n = 290,000); in the data active = inhibition above about 12%
Anthrax LF prot = blocks Bacillus anthracis lethal factor protease; inhibition, % at 10 µM; multiplex microsphere protease cleavage assay, LF; actives 0.12% (n = 360,000); P15917; AID 588501; note: plate controls were buffer without enzyme for full effect and enzyme alone for no effect
Target sequence (P15917 whole entry, looked up): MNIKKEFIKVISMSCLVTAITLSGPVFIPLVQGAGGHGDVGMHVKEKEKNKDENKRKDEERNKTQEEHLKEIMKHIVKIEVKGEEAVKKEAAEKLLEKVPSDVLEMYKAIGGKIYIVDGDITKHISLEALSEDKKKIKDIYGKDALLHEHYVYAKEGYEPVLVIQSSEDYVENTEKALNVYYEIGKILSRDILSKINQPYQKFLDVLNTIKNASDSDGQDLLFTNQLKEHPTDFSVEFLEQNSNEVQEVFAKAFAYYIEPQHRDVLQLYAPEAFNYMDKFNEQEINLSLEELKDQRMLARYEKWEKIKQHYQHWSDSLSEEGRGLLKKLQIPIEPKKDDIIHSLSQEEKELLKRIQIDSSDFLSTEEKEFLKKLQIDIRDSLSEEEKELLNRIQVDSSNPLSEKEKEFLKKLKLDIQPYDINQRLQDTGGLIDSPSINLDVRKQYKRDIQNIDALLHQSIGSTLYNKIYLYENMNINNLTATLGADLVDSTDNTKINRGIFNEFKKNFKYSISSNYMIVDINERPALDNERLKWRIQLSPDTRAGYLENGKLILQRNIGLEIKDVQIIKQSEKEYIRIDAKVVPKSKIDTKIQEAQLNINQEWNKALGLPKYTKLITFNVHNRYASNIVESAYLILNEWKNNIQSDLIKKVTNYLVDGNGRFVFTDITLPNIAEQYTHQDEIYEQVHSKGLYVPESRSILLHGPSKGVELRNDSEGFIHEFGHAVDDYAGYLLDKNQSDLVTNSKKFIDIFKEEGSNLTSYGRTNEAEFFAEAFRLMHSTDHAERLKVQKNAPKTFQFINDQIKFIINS
PrPC TRFRET = reduces human prion protein on the cell surface. actives 0.43% (n = 370,000). inhibition, % at 13.8 µM. cell surface PrPC, TR-FRET read-out. AID 720596; in the data active = inhibition above about 24%; note: 0% = median of the test wells and 100% = reference compound wells
MazF activator = increases E. coli MazEF RNase cleavage of RNA | P0AE70 | FAM/BHQ RNA-DNA oligo cleavage fluorescence, 5 h | activation, % at 20 µM | actives 0.32% (n = 350,000) | AID 504720; in the data active = activation above about 50%
BoNT A protease = blocks Botulinum neurotoxin A light chain protease | multiplex microsphere protease substrate cleavage, flow cytometry | inhibition, % at 10 µM | actives 0.17% (n = 360,000) | AID 588499; note: plate controls were buffer without enzyme for full effect and enzyme alone for no effect
SSB-PriA inh = blocks PriA binding to SSB C-terminal tail; AlphaScreen SSBct-PriA binding, biotinylated peptide; inhibition, % at 33 µM; actives 0.6% (n = 430,000); in the data active = inhibition mostly above about 37%, no sharp cut-off; inactive = mostly below about 20%;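 note: plate controls were negative control peptide for no effect and reference peptide for full effect; strong numbers were not always called active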
CCHF vOTU inh = blocks the CCHF virus ovarian tumor domain protease. AID 651958. inhibition, % at 11.5 µM. actives 0.55% (n = 370,000). CCHFV vOTU protease, Pep-AMC fluorescence; in the data active = inhibition above about 30%; note: 0% = vehicle wells with enzyme and 100% = no enzyme wells
Rv3671c inh = Rv3671c (M. tuberculosis) protease inhibition; inhibition, % at 5.96 µM; actives 0.048% (n = 320,000); P9WHR9; in the data active = inhibition above about 38%;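 note: extracellular domain of Rv3671c used as enzyme; 0% = enzyme with DMSO and 100% = no enzyme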
BoNT-F LC inh = blocks Botulinum neurotoxin F light chain protease. Multiplex microsphere protease cleavage assay, flow cytometry. inhibition, % at 10 µM. actives 0.22% (n = 360,000); in the data active = inhibition above about 35%, passing the limit was not always enough; inconclusive = no clear call, values can overlap the other calls; note: plate controls were buffer without enzyme for full effect and enzyme alone for no effect
* marks the source's active call; other numbers are inactive results; u = inconclusive; x = not tested or not shown. Cut-off read from the data, not from the text of the source, unless noted: active = inhibition above about 30%; inconclusive = no clear call, values can overlap the other calls; inactive = below that.

SMILES	DUSP3 inh	3CLpro inhibitor	Anthrax LF prot	PrPC TRFRET	MazF activator	BoNT A protease	SSB-PriA inh	CCHF vOTU inh	Rv3671c inh	BoNT-F LC inh
C=CCc1cc2c(oc(=O)c3ccccc32)c(C)c1O	-1	1	9	1	5	0.1	-5	1	-7	-3
CCN(CC)c1ccc(/C=N/NC(=O)c2c(Cl)cnn2C)c(O)c1	-4	-2	-3	16	-4	0.1	x	36*	5	-8
OCCNCCOc1ccc(Cl)c(Cl)c1	4	3	-1	-2	2	-0.6	5	-2	7	-13
CSc1nc2ccsc2c(=O)n1-c1ccccc1	20	5	-5	2	8	0.7	5	4	-7	1
CC(Sc1nnc(-c2ccc(Cl)cc2)n1N)C(=O)NCC1CCCO1 (centres undefined)	x	x	-2	-3	5	-1.7	-21	-2	7	-8
COc1ccc(OC)c(C2CC(c3c(-c4ccccc4)c4cc(Cl)ccc4[nH]c3=O)=NN2S(C)(=O)=O)c1 (centres undefined)	10	-1	-7	-1	-4	-0.9	8	7	-11	3
COc1ccc(CN2CC(C(=O)NCCN3CCN(c4ccccc4F)CC3)CC2=O)cc1 (centres undefined)	9	0	-2	-3	1	-0.2	-2	-5	1	-5
CC(C)(C)c1cc[n+](-c2[nH]c(=O)sc2/C=N/NC([S-])=Nc2ccccc2)cc1	45	-6	-8	-27	-89	-7.3	x	8	9	-24
Cc1cccc(C(=O)NCC(=O)OCC(=O)N2CC3(C)CC2CC(C)(C)C3)c1 (centres undefined)	0	0	0	4	-4	0.0	-2	-4	-4	-4
CCCNC(=O)CN(C)CC(=O)Nc1ccccc1C#N	7	-2	-3	4	1	0.1	-10	-15	10	-5
CCN(Cc1ccccc1)C(=O)CCS(=O)(=O)c1ccc2c(c1)CCN2C(C)=O	0	5	3	0	-2	0.0	-3	1	-3	4
O=C(COC(=O)C1CCC1)NCc1ccccc1Cl	21	-3	0	3	4	-0.1	-14	-1	5	6
COc1ccc(NC(=O)NC2CCCc3ccccc32)c(OC)c1 (centres undefined)	10	-4	-3	-7	-5	0.6	-18	26	-10	-4
CC12CN3CC(C)(CN(C1)C3c1cc3ccccc3[nH]1)C2=O (centres undefined)	10	-1	4	2	-1	0.2	-13	15	-1	2
CC(C)(C)OC(=O)N1CCN(C(=O)[C@H](Cc2ccc(O)cc2)n2cc(CCO)nn2)CC1	7	-4	-5	4	12	-0.5	3	-2	-14	6
O=C(c1ccc([N+](=O)[O-])cc1)N1C=CC(C(F)(F)F)=NCC1	18	1	-6	-12	0	0.4	5	0	-7	-1
COc1ccc(C(C)=O)cc1CS(=O)(=O)CC(=O)O	15	1	-5	8	-3	-0.2	-8	7	3	-7
CCOc1ccccc1CN1CCC(n2nccc2NC(=O)CCCc2ccccc2)CC1	16	0	-2	-24	0	0.5	-3	11	3	1
O=C(COc1ccc(Cl)cc1Cl)Nc1ccc2nc3n(c(=O)c2c1)CCCC3	6	-2	4	10	5	0.1	-25	1	-24	9
Cc1ccc(-c2cc3ccccc3nc2N2CCOCC2)cc1	-6	6	3	-2	-10	0.6	-15	-9	-1	-8
O=C(c1ccccc1[N+](=O)[O-])N1CCN(Cc2ccc3c(c2)OCO3)CC1	-7	-1	2	-5	8	-0.4	5	0	-1	-3
COc1ccc(C(=O)NC(=S)Nc2ccccc2F)cc1	2	3	0	-3	-1	-0.3	-1	0	-1	7
O=S1(=O)CCN(Cc2ccc(Cl)cc2)CC1	16	-4	-2	4	-6	0.4	-4	12	0	3
CCc1ccc(Nc2ncc3c(n2)CC(c2ccc(OC)cc2)CC3=O)cc1 (centres undefined)	27	1	-4	6	26	1.4	-22	-2	-1	-1
COc1ccccc1NC(=O)NC1(C(=O)N2CCCCC2)CCCCC1	30	-4	-8	1	2	-2.1	-7	-1	7	-21

Whole records, looked up by structure. Order of values: DUSP3 inh | 3CLpro inhibitor | Anthrax LF prot | PrPC TRFRET | MazF activator | BoNT A protease | SSB-PriA inh | CCHF vOTU inh | Rv3671c inh | BoNT-F LC inh
COc1ccc(CN2CC(C(=O)NCCN3CCN(c4ccccc4F)CC3)CC2=O)cc1 (centres undefined) as listed: 9 | 0 | -2 | -3 | 1 | -0.2 | -2 | -5 | 1 | -5
O=C(COc1ccc(Cl)cc1Cl)Nc1ccc2nc3n(c(=O)c2c1)CCCC3 as listed: 6 | -2 | 4 | 10 | 5 | 0.1 | -25 | 1 | -24 | 9
CCN(Cc1ccccc1)C(=O)CCS(=O)(=O)c1ccc2c(c1)CCN2C(C)=O as listed: 0 | 5 | 3 | 0 | -2 | 0.0 | -3 | 1 | -3 | 4
COc1ccc(OC)c(C2CC(c3c(-c4ccccc4)c4cc(Cl)ccc4[nH]c3=O)=NN2S(C)(=O)=O)c1 (centres undefined) as listed: 10 | -1 | -7 | -1 | -4 | -0.9 | 8 | 7 | -11 | 3

Continued.
SMILES	DUSP3 inh	3CLpro inhibitor	Anthrax LF prot	PrPC TRFRET	MazF activator	BoNT A protease	SSB-PriA inh	CCHF vOTU inh	Rv3671c inh	BoNT-F LC inh
CCOC(=O)C1CCN(C(=O)c2ccc3c(c2)OCCO3)CC1	x	x	3	-6	0	-0.3	-9	21	2	-4
Clc1ccc2nc(SCc3nnc(-c4ccccc4)o3)[nH]c2c1	4	-1	1	3	2	u	-6	-3	-8	-4
CCC1(C)Cc2c(sc3nnn(CC(=O)Nc4ccccc4)c(=O)c23)CO1 (centres undefined)	0	-1	-8	-11	2	u	-7	-6	-10	2
CCOc1cc(NC(=S)NCC2CCCO2)c(OCC)cc1NC(=O)c1ccc(OC)cc1 (centres undefined)	-9	-1	-1	0	-6	-0.2	1	-9	6	-5
CCCOC(=O)C1=C(C)NC2=C(C(=O)CCC2)C1c1cc(OC)ccc1OC (centres undefined)	13	-2	2	-4	5	2.0	-8	-2	-7	3
CC1(C(=O)Nc2ccc3c(c2)OCO3)Cc2c(-c3ccccc3)ccnc2O1 (centres undefined)	x	x	6	7	x	0.2	x	3	x	-5
COc1cc(/C=C/C(=O)N2CCCc3ccccc32)cc(OC)c1OC	-11	2	0	-3	1	-0.4	-11	-4	-8	-1
CCOc1cc(C(=O)Nc2ccncc2)cc(OCC)c1OCC	35	1	-3	-3	6	-0.2	-8	-5	-14	-5
O=C(CCNC(=O)c1ccc([N+](=O)[O-])cc1)NC1CCCCC1	x	x	1	2	3	-2.6	0	-8	x	-8
COc1ccccc1-c1nnc(N(C)C(=O)C2CCCO2)s1 (centres undefined)	20	8	2	4	-3	0.0	-13	-4	0	-7
COCCCC1CCN(C(=O)c2cc(COc3cc(C)ccc3C)on2)CC1	-31	8	-1	13	1	-0.1	-21	9	-3	1
Cc1nc(SCC(=O)Nc2ccccc2Cl)c2c(C)c(C)sc2n1	x	x	1	1	2	0.5	5	17	-9	3
CCC(C(=O)NC1CCCC1)N(C(=O)Cn1nnc(-c2ccc(C)o2)n1)c1cnc2ccccc2c1 (centres undefined)	12	3	-1	-4	-6	-9.5	3	5	-9	-11
Cc1ccc(NCc2nc3ccccc3n2C)cc1	-9	-2	-2	-3	2	0.0	6	0	6	-4
Cc1cccc(NC(=O)c2cc(NC(=O)C3CCCCC3C(=O)O)ccc2N2CCOCC2)c1 (centres undefined)	10	0	-4	-4	2	-1.0	2	8	1	0
Cn1c(=O)[nH]c(=O)c2c1nc(NN)n2CCOc1ccccc1	-10	-1	-11	-7	6	-1.1	-3	-17	8	6
CC(=O)c1ccc(N(C(=O)Cn2nnc(-c3ccccc3)n2)C(C(=O)NC2CCCCC2)c2ccccn2)cc1 (centres undefined)	4	1	0	1	6	0.6	-5	-4	10	-3
COC(=O)c1ccc(NS(=O)(=O)N(C)C)cc1	24	4	-1	5	-10	-1.2	-5	-6	-2	6
Cn1cnnc1SCC(C)(C)NS(=O)(=O)c1ccc(Cl)cc1	-14	-3	-17	6	-12	0.8	-3	0	-2	-10
COc1cc(/C=C(\C#N)C(=O)Nc2cccc3ncccc23)cc(OC)c1OC	0	4	-2	3	5	0.0	-5	-9	-4	-7
Cc1cccc(-n2c(SCC(=O)NCc3ccco3)nnc2-c2ccco2)c1	x	5	-1	-7	2	-0.2	8	-14	-8	-2
COc1ccccc1N1CCN(C(=O)c2cc(=O)c3c(C)cc(C)cc3o2)CC1	x	2	-5	0	-3	-1.4	-14	-8	-8	4
Cc1nonc1C(=O)N/N=C/c1cc2c(cc1Br)OCO2	0	-1	0	8	4	-0.3	x	10	0	1
CCOC(=O)c1csc(NC(=O)CCSc2ccccc2)n1	9	-1	-1	12	-3	0.2	3	3	6	1
O=C(c1cccs1)N1C[C@@H](n2cc(C3CC3)nn2)[C@H](O)C[C@@H]1c1ccc(Cl)cc1	x	x	-2	2	2	0.5	x	-7	x	-5
(list continues)
SMILES	DUSP3 inh	3CLpro inhibitor	Anthrax LF prot	PrPC TRFRET	MazF activator	BoNT A protease	SSB-PriA inh	CCHF vOTU inh	Rv3671c inh	BoNT-F LC inh
C=CCOC(=O)c1cn(CC)c2nc(C)ccc2c1=O	8	1	-3	-1	6	-0.3	5	12	-1	-2
O=C(Nc1ccc(S(=O)(=O)Nc2ncccn2)cc1)C1CC(=O)N(c2ccc(Cl)cc2)C1 (centres undefined)	6	-3	7	1	0	-0.2	-12	-11	0	16
O=C(CN1CCc2ccccc21)NC(=O)NCc1ccco1	6	-1	-7	7	5	0.7	21	-4	3	-6
c1ccc(C2CNCCc3ccccc32)cc1 (centres undefined)	41	0	-4	-3	2	-2.6	-7	3	-9	-18
O=C(NCCc1c[nH]c2ccccc12)c1ccc(F)cc1F	21	0	-3	4	15	-0.8	-1	-4	-3	-3
CC(=O)Nc1ccccc1Sc1ccccc1	-13	-6	-2	3	7	-0.6	-25	-16	-5	-7
COc1cc(C=NNC(=O)c2ccc(NS(=O)(=O)c3cccs3)cc2)cc(Br)c1O	x	x	-10	3	-1	0.2	-2	7	2	-11
CCn1c(=O)cc(SCC(=O)NCc2ccc(C)o2)c2ccccc21	20	6	0	2	0	-0.4	0	7	1	-8

Reprinted at random: 4 compounds from above, in no set order.
SMILES	DUSP3 inh	3CLpro inhibitor	Anthrax LF prot	PrPC TRFRET	MazF activator	BoNT A protease	SSB-PriA inh	CCHF vOTU inh	Rv3671c inh	BoNT-F LC inh
O=C(NCCc1c[nH]c2ccccc12)c1ccc(F)cc1F	21	0	-3	4	15	-0.8	-1	-4	-3	-3
c1ccc(C2CNCCc3ccccc32)cc1 (centres undefined)	41	0	-4	-3	2	-2.6	-7	3	-9	-18
O=C(CN1CCc2ccccc21)NC(=O)NCc1ccco1	6	-1	-7	7	5	0.7	21	-4	3	-6
C=CCOC(=O)c1cn(CC)c2nc(C)ccc2c1=O	8	1	-3	-1	6	-0.3	5	12	-1	-2

Source: PubChem (several laboratories)

Some of the compounds tested; count on the stated rates, not on these rows.
